FadD28 binding: M. tuberculosis FadD28 bisubstrate binding inhibition | FadD28 bisubstrate probe binding, fluorescence polarization | inhibition, % at 12.5 µM | 360,000 tested, 0.22% active | AID 588549; in the data active means inhibition above about 8.5%, passing the limit was not always enough; inconclusive means no clear call, values can overlap the other calls
PrPC surface inh: reduces human prion protein on the cell surface; P04156; 370,000 tested, 0.43% active; AID 720596; inhibition, % at 13.8 µM; cell surface PrPC, TR-FRET read-out; in the data active means inhibition above about 24%; further: 0% = median of the test wells and 100% = reference compound wells
BoNT-A LC inh2: BoNT A light chain protease inhibition | multiplex microsphere protease substrate cleavage, flow cytometry | inhibition, % at 10 µM | 360,000 tested, 0.17% active | AID 588499; in the data active means inhibition above about 30%; inconclusive means no clear call, values can overlap the other calls; further: plate controls were buffer without enzyme for full effect and enzyme alone for no effect
BoNT F protease: blocks Botulinum neurotoxin F light chain protease; inhibition, % at 10 µM; 360,000 tested, 0.22% active; Multiplex microsphere protease cleavage assay, flow cytometry; in the data active means inhibition above about 35%, passing the limit was not always enough; inconclusive means no clear call, values can overlap the other calls; further: plate controls were buffer without enzyme for full effect and enzyme alone for no effect
FBA Mtb inh: Mtb fructose-bisphosphate aldolase inhibition; 360,000 tested, 2.3% active; purified M. tuberculosis FBA, fluorescence read-out; P9WQA3; inhibition, % at 1 µM; in the data active means inhibition above about 27%;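 further: 0% = vehicle and 100% = reference inhibitor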
Target sequence (P9WQA3 whole entry, looked up): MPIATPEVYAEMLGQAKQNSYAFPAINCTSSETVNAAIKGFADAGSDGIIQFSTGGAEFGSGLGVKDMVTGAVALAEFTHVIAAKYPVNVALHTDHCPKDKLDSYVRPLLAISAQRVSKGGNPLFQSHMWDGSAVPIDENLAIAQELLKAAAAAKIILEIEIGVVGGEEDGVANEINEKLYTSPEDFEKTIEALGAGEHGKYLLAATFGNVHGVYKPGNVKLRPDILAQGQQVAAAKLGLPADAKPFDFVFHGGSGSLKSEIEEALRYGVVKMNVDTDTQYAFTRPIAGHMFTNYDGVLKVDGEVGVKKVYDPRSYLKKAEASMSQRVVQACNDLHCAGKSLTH
GDH-TPI inh: counter-screen for M. tuberculosis FBA inhibitors: GDH-TPI coupled enzymes. 360,000 tested, 1.2% active. GDH-TPI coupled enzyme counterscreen, NADH absorbance. inhibition, % at 4.8 µM;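 further: 0% = DMSO wells and 100% = wells lacking the enzyme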
BioA inh: BioA (M. tuberculosis) enzyme inhibition. purified M. tuberculosis BioA enzyme, plate reader. inhibition, % at 9.99 µM. 360,000 tested, 0.096% active. AID 602481; in the data active means inhibition above about 40%; inconclusive means no clear call, values can overlap the other calls
CCHF vOTU inh: CCHFV vOTU protease inhibition | Pep-AMC fluorescence | AID 651958 | 370,000 tested, 0.55% active | inhibition, % at 11.5 µM; further: 0% = vehicle wells with enzyme and 100% = no enzyme wells
UGM FP inh: blocks M. tuberculosis UGM enzyme; P9WIQ1; purified UGM, fluorescence polarization probe displacement; inhibition, % at 10 µM; 320,000 tested, 0.06% active; AID 504406; in the data active means inhibition above about 10%, passing the limit was not always enough; inconclusive means no clear call, values can overlap the other calls
Target sequence (P9WIQ1 whole entry, looked up): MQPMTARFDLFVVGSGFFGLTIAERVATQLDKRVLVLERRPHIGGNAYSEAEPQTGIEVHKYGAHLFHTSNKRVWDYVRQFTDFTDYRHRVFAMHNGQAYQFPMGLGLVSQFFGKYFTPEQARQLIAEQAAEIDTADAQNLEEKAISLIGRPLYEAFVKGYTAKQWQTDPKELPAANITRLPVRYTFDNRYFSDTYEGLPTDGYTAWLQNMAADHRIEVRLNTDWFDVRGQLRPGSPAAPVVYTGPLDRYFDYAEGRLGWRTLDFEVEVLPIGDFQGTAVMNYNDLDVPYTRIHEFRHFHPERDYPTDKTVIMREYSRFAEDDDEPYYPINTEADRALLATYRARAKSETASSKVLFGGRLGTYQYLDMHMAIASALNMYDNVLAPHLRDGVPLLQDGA
The depositor's hits bear a star. Unless noted, no stated cut-off is given here; in the data, active means inhibition above about 30%; inactive means the rest.

Results for c1ccc(Cn2nnnc2CN2CCN(c3ncccn3)CC2)cc1 ?
FadD28 binding: -2.8; PrPC surface inh: -4.0; BoNT-A LC inh2: 0.0; BoNT F protease: inconclusive; FBA Mtb inh: -3.5; GDH-TPI inh: -10.5; BioA inh: -1.7; CCHF vOTU inh: 0.3; UGM FP inh: -2.3

What do the screens show for `COc1ccc(C(=O)Nc2ccccc2C(N)=O)cc1`?
FadD28 binding: -1.2; PrPC surface inh: -7.1; BoNT-A LC inh2: -0.5; BoNT F protease: -1.2; FBA Mtb inh: 1.9; GDH-TPI inh: 8.8; BioA inh: -1.2; CCHF vOTU inh: -8.5; UGM FP inh: -0.1

How did COc1ccc(CNC(=O)CCc2nnc3ccc(N4CCC5(CC4)OCCO5)nn23)cc1 do in these assays?
FadD28 binding: -3.3; PrPC surface inh: -9.6; BoNT-A LC inh2: 0.9; BoNT F protease: 1.9; FBA Mtb inh: -3.0; GDH-TPI inh: -7.9; BioA inh: -1.0; CCHF vOTU inh: 7.5; UGM FP inh: 0.9

What do the screens show for `Cc1ccccc1OCC(=O)Nc1nnc(C2CC2)s1`?
FadD28 binding: -3.3; PrPC surface inh: 9.7; BoNT-A LC inh2: 0.5; BoNT F protease: -5.7; FBA Mtb inh: -1.6; GDH-TPI inh: -3.9; BioA inh: -1.7; CCHF vOTU inh: 1.7; UGM FP inh: 0.6

Results for COc1ccc(NC(=O)CCS(=O)(=O)c2ccc3c(c2)NC(=O)C(C)S3)cc1OC (configuration not stated) ?
FadD28 binding: -3.3; PrPC surface inh: -1.1; BoNT-A LC inh2: 0.3; BoNT F protease: -2.4; FBA Mtb inh: -2.8; GDH-TPI inh: -10.3; BioA inh: 16.7; CCHF vOTU inh: 10.6; UGM FP inh: 0.9

Results for CC(=O)c1cccc(OCC(O)CNCCOc2ccc(C)cc2)c1 (configuration not stated) ?
FadD28 binding: -5.1; PrPC surface inh: 0.3; BoNT-A LC inh2: -0.3; BoNT F protease: -6.9; FBA Mtb inh: -0.6; GDH-TPI inh: -8.2; BioA inh: 0.5; CCHF vOTU inh: 12.5; UGM FP inh: -3.4

How did CCOC(=O)C1CCCN(C(=O)c2cc(-c3ccc(F)cc3)nc3ccccc23)C1 (configuration not stated) do in these assays?
FadD28 binding: -2.8; PrPC surface inh: 2.5; BoNT-A LC inh2: -0.6; BoNT F protease: -4.3; FBA Mtb inh: 2.4; GDH-TPI inh: 4.8; BioA inh: -0.6; CCHF vOTU inh: 6.9; UGM FP inh: -2.7

What do the screens show for `Cc1cccc(Oc2ncnc(N)c2[N+](=O)[O-])c1C`?
FadD28 binding: -2.0; PrPC surface inh: -2.9; BoNT-A LC inh2: -0.2; BoNT F protease: -4.0; FBA Mtb inh: -6.6; GDH-TPI inh: 11.6; BioA inh: -2.0; CCHF vOTU inh: 4.2; UGM FP inh: -0.6

What do the screens show for `N#C[C@H]1C2OC2c2ccccc2N1C(=O)c1ccccc1` (some centres not stated)?
FadD28 binding: -0.1; PrPC surface inh: -4.4; BoNT-A LC inh2: 0.1; BoNT F protease: -4.5; FBA Mtb inh: 0.3; GDH-TPI inh: 2.8; BioA inh: -1.0; CCHF vOTU inh: -6.0; UGM FP inh: 3.1

What do the screens show for `CC(=O)c1c(C)[nH]c(C(=O)N2c3ccccc3CC2C)c1C` (configuration not stated)?
FadD28 binding: -2.9; PrPC surface inh: -9.2; BoNT-A LC inh2: -0.7; BoNT F protease: -6.7; FBA Mtb inh: -1.5; GDH-TPI inh: 4.3; BioA inh: 4.3; CCHF vOTU inh: 2.9; UGM FP inh: 5.5

How did CCc1ccc(C(=O)CSc2ncn[nH]2)cc1 do in these assays?
FadD28 binding: -2.9; PrPC surface inh: 0.2; BoNT-A LC inh2: -0.6; BoNT F protease: -2.9; FBA Mtb inh: -1.7; GDH-TPI inh: -2.2; BioA inh: 0.8; CCHF vOTU inh: -3.9; UGM FP inh: -0.6

What do the screens show for `O=C(O)C1C2CCC(C2)C1C(=O)NCc1ccccn1` (configuration not stated)?
FadD28 binding: 0.2; PrPC surface inh: 1.8; BoNT-A LC inh2: -0.6; BoNT F protease: -6.3; FBA Mtb inh: -2.0; GDH-TPI inh: 1.2; BioA inh: -2.7; CCHF vOTU inh: -2.2; UGM FP inh: -1.3

Results for O=C(NCc1ccc2c(c1)OCO2)C1CCC(=O)N1C1CCCC1 (configuration not stated) ?
FadD28 binding: -0.2; PrPC surface inh: 5.5; BoNT-A LC inh2: -0.5; BoNT F protease: -3.4; FBA Mtb inh: 3.4; GDH-TPI inh: -3.1; CCHF vOTU inh: -4.5; UGM FP inh: -1.0

What do the screens show for `C=CCNC(=O)c1ccc(-c2nc(-c3ccccc3)cs2)cc1`?
FadD28 binding: -3.1; PrPC surface inh: -8.3; BoNT-A LC inh2: 0.3; BoNT F protease: 1.6; FBA Mtb inh: 19.7; GDH-TPI inh: 11.0; CCHF vOTU inh: -11.7; UGM FP inh: 0.3

How did COC(=O)c1cc(OC)c(OC)cc1NC(=S)N1CCCC1 do in these assays?
FadD28 binding: 1.4; PrPC surface inh: -3.4; BoNT-A LC inh2: -0.5; BoNT F protease: -3.9; FBA Mtb inh: 3.3; GDH-TPI inh: -1.2; CCHF vOTU inh: -22.9; UGM FP inh: 1.9

Results for CC1(C)Nc2ccccc2C(=O)N1c1ccccc1 ?
FadD28 binding: 2.0; PrPC surface inh: 7.6; BoNT-A LC inh2: -1.1; BoNT F protease: 17.2; FBA Mtb inh: 114.8*; GDH-TPI inh: 7.7; BioA inh: -1.3; CCHF vOTU inh: -9.1; UGM FP inh: 3.4

What do the screens show for `CC1CCCCN1S(=O)(=O)c1ccc(S(=O)(=O)N2CCN(C)CC2)cc1` (configuration not stated)?
FadD28 binding: -1.7; PrPC surface inh: 0.0; BoNT-A LC inh2: 0.7; BoNT F protease: -2.2; FBA Mtb inh: 0.5; GDH-TPI inh: -4.2; BioA inh: -1.5; CCHF vOTU inh: -0.7; UGM FP inh: 0.0

Results for COc1ccccc1CNC(=O)c1cccc(S(=O)(=O)N2CCN(c3ccc(F)cc3)CC2)c1 ?
FadD28 binding: -1.9; PrPC surface inh: 3.1; BoNT-A LC inh2: -0.5; BoNT F protease: -1.3; FBA Mtb inh: -1.3; GDH-TPI inh: 5.6; BioA inh: -1.0; CCHF vOTU inh: -3.7; UGM FP inh: -0.9

How did O=C(Nc1c2c(nc3ccccc13)CCCC2)c1ccccc1Cl do in these assays?
FadD28 binding: -0.6; PrPC surface inh: 5.0; BoNT-A LC inh2: -0.7; BoNT F protease: 4.2; FBA Mtb inh: -4.1; GDH-TPI inh: 1.6; BioA inh: -1.9; CCHF vOTU inh: -0.3; UGM FP inh: 3.6

How did CN(CCO)CCC(=O)NC1(C)CS(=O)(=O)CC1S(=O)(=O)O (configuration not stated) do in these assays?
FadD28 binding: -0.2; PrPC surface inh: -1.7; BoNT-A LC inh2: -1.5; BoNT F protease: 1.0; FBA Mtb inh: 0.1; GDH-TPI inh: 1.3; CCHF vOTU inh: -4.0; UGM FP inh: -0.5

Results for COCCn1c(SCc2cc(C(C)=O)ccc2OC)nc2cc(Cl)ccc2c1=O ?
FadD28 binding: -1.1; PrPC surface inh: 4.1; BoNT-A LC inh2: 0.6; BoNT F protease: 3.2; FBA Mtb inh: 1.4; GDH-TPI inh: 11.1; BioA inh: 0.9; CCHF vOTU inh: -15.7; UGM FP inh: -1.4

What do the screens show for `CCOCCOc1nc2c(c(=O)n(C)c(=O)n2C)n1CCc1ccccc1`?
FadD28 binding: -4.7; PrPC surface inh: -3.1; BoNT-A LC inh2: 0.5; BoNT F protease: inconclusive; FBA Mtb inh: 3.1; GDH-TPI inh: -1.9; BioA inh: 0.6; CCHF vOTU inh: 13.6; UGM FP inh: -1.1

Results for O=C(Nc1ccc(N2CCOCC2)cc1)C1CC(=O)N(c2ccc(Cl)cc2)C1 (configuration not stated) ?
FadD28 binding: 0.0; PrPC surface inh: -2.8; BoNT-A LC inh2: 0.5; BoNT F protease: -6.4; FBA Mtb inh: -0.1; GDH-TPI inh: 8.5; CCHF vOTU inh: 6.4; UGM FP inh: -2.7

Results for O=C(CCN1CCOCC1)NNC(=O)Nc1cccc(C(F)(F)F)c1 ?
FadD28 binding: -2.9; PrPC surface inh: -4.9; BoNT-A LC inh2: 0.2; BoNT F protease: 12.9; FBA Mtb inh: -2.9; GDH-TPI inh: 6.2; BioA inh: -0.1; CCHF vOTU inh: -3.8; UGM FP inh: -0.2

What do the screens show for `C=C(C)CN1CCN(c2ccc(N3C(=O)CCCC3=O)cc2[N+](=O)[O-])CC1`?
FadD28 binding: 1.4; PrPC surface inh: -17.2; BoNT-A LC inh2: -0.3; BoNT F protease: -3.4; FBA Mtb inh: 0.3; GDH-TPI inh: 24.7; BioA inh: -0.1; CCHF vOTU inh: 0.5; UGM FP inh: 0.7

What do the screens show for `CCOc1ccc(NC(=O)c2c(C)nn(Cc3ccccc3)c2Cl)cc1`?
FadD28 binding: -2.5; PrPC surface inh: -2.8; BoNT-A LC inh2: 0.6; BoNT F protease: 3.7; FBA Mtb inh: -1.3; GDH-TPI inh: 4.5; CCHF vOTU inh: -9.2; UGM FP inh: -2.9

How did CCC(C)N(CC(=O)Nc1cccc(C)c1C)C(=O)CCl (configuration not stated) do in these assays?
FadD28 binding: -1.6; BoNT-A LC inh2: 0.2; BoNT F protease: -1.6; FBA Mtb inh: 4.9; GDH-TPI inh: 0.3; UGM FP inh: -1.1

How did CC(C(=O)NCc1cccs1)N1CCN(S(=O)(=O)c2ccc3c(c2)OCCCO3)CC1 (configuration not stated) do in these assays?
FadD28 binding: -4.5; PrPC surface inh: -1.0; BoNT-A LC inh2: 0.2; BoNT F protease: 1.6; FBA Mtb inh: -0.1; GDH-TPI inh: 2.1; BioA inh: -1.8; CCHF vOTU inh: 11.3

How did COC(=O)c1c(C(=O)OC)c(-c2ccc(C)cc2)n2c1CS(=O)C2 (configuration not stated) do in these assays?
FadD28 binding: -4.0; PrPC surface inh: -4.8; BoNT-A LC inh2: 0.9; BoNT F protease: 2.7; FBA Mtb inh: -1.0; GDH-TPI inh: -8.2; BioA inh: 13.5; CCHF vOTU inh: 0.6; UGM FP inh: 0.4

What do the screens show for `O=C(c1ccc(-c2ccc(Cl)cc2)o1)N1CCN(S(=O)(=O)c2cccs2)CC1`?
FadD28 binding: -3.6; PrPC surface inh: -4.4; BoNT-A LC inh2: 0.0; BoNT F protease: 8.6; FBA Mtb inh: -0.4; GDH-TPI inh: -11.8; BioA inh: 1.0; CCHF vOTU inh: 2.7; UGM FP inh: -2.4

How did Cc1ccc2c(c1)C=CC(C)(C)S2=O (configuration not stated) do in these assays?
FadD28 binding: -2.4; PrPC surface inh: 2.1; BoNT-A LC inh2: 0.4; BoNT F protease: -3.7; FBA Mtb inh: -3.0; GDH-TPI inh: -0.4; CCHF vOTU inh: 0.5; UGM FP inh: 3.8

What do the screens show for `CCOC(=O)NC(NCc1ccccc1Cl)(C(F)(F)F)C(F)(F)F`?
FadD28 binding: -2.5; PrPC surface inh: -4.0; BoNT-A LC inh2: 0.9; BoNT F protease: 14.7; FBA Mtb inh: 0.6; GDH-TPI inh: 10.8; BioA inh: -0.5; CCHF vOTU inh: -3.6; UGM FP inh: 2.3

Results for CC/S(C)=N/S(=O)(=O)c1ccc(C)cc1 (configuration not stated) ?
FadD28 binding: -3.1; PrPC surface inh: -3.6; BoNT-A LC inh2: -0.2; BoNT F protease: -3.9; FBA Mtb inh: -0.4; GDH-TPI inh: 8.2; BioA inh: 1.4; CCHF vOTU inh: -1.6; UGM FP inh: 0.6

How did CCC(Sc1nc(C)cc(=O)[nH]1)C(=O)Nc1nc2c(s1)CCCC2 (configuration not stated) do in these assays?
FadD28 binding: -2.4; PrPC surface inh: 7.0; BoNT-A LC inh2: inconclusive; BoNT F protease: -2.9; FBA Mtb inh: -0.2; GDH-TPI inh: -5.3; BioA inh: -0.6; CCHF vOTU inh: 0.8; UGM FP inh: 2.0

Assay outcomes (PubChem)
